Source: PubChem BioAssay
PP1 counter – PP1-alpha phosphatase inhibitors, primary screen, counter-screen for PP5 inhibitor project, biochemical, fluorescence, OMFP substrate, single point; Serine/threonine-protein phosphatase PP1-alpha catalytic subunit (Homo sapiens), P62136; purified PP1alpha; inhibition, % at 6.7 µM; 320,000 tested, 0.9% active;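 active = inhibition above the mean inhibition of all tested compounds plus 3 SD, computed separately for each screening campaign, cut at about 15% in these data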
Target sequence (P62136 whole entry, looked up): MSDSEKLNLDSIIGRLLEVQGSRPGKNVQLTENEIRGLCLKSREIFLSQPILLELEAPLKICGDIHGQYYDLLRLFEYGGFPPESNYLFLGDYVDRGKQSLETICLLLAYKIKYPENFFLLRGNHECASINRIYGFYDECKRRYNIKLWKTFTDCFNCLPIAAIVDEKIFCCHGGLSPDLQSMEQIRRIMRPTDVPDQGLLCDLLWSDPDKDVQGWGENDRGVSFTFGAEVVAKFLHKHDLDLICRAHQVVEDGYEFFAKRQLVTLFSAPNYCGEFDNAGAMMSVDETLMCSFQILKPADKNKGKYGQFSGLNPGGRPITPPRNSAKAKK
TPT1 inhibitor – Candida albicans TPT1 enzyme inhibitors, primary screen, biochemical, fluorescence polarization | inhibition, % at 5 µM | AID 1962, 2009 | recombinant caTPT1, FP RNA substrate dephosphorylation | tRNA 2'-phosphotransferase TPT1 (Candida albicans SC5314) | 300,000 tested, 0.81% active;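 active = inhibition above the mean of all tested compounds plus 3 SD, set per screening campaign, cut at about 24% in these data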;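 note: plate controls were DMSO alone for no effect and ferristatin control at 100 nM for full effect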
EBNA-1 inhibitor – EBNA-1 DNA-binding inhibitors, primary screen, biochemical, fluorescence polarization; 300,000 tested, 0.34% active; inhibition, % at 14.8 µM; in the data active = inhibition above about 28%
HCV core dimer – inhibitors of HCV core protein dimerization, primary screen, biochemical, TR-FRET, high-throughput; AID 1899, 2009; TR-FRET GST/Flag-core106 dimerization, 1536-well; 300,000 tested, 0.33% active; inhibition, % at 5 µM;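 active = inhibition above the mean of all tested compounds plus 3 SD, set per screening campaign, cut at about 45% in these data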
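Assay system – GST-tagged and Flag-tagged HCV core protein residues 1-106 · Quantity – core106 proteins, GST 13.5 nM and Flag 17 nM · Benchmarks – unlabelled core106 and no-GST-core106 wells · Read-out basis – percent inhibition of core106 dimerization signal · Detection – time-resolved FRET, ex 340 nm, em 617 and 671 nm · Schedule – 4 h at 22.5 °C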
Efflux pump mplx – inhibitors of Candida efflux pumps in yeast, primary screen, S. cerevisiae, Nile Red, multiplex; AID 485275, 2010; S. cerevisiae Candida pump triplex; 330,000 tested, 0.44% active; inhibition, % at 10 µM;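 active = plate passing quality check with inhibition over a set limit, or well fluorescence over plate mean plus 4 SD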;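 note: Nile Red retained in pooled yeast measured as flow cytometry median fluorescence; 0% = buffer negative control and 100% = Enniatin B positive control; higher means more Nile Red kept so more efflux inhibition; some compounds called inactive have numbers as strong as hits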
Fh CTSL1 inh – Fasciola hepatica cathepsin L1 inhibitors, primary screen, counter-screen for PFM18AAP inhibitor project, biochemical, QFRET, fluorogenic peptide substrate; recombinant F. hepatica cathepsin L1, Z-Leu-Arg-MCA fluorescence; inhibition, % at 5.96 µM; 300,000 tested, 0.49% active;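 active = inhibition above the mean of all tested compounds plus 3 SD, set per screening campaign, cut at about 17% in these data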;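 note: 0% = plate median of test compound wells and 100% = 1 µM Z-Phe-Ala-diazomethylketone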
PP5 inh – PP5 phosphatase inhibitors, primary screen, biochemical, fluorescence; Serine/threonine-protein phosphatase 5 (Homo sapiens), P53041; purified PP5c, OMFP substrate fluorescence; inhibition, % at 6.7 µM; 320,000 tested, 0.18% active; AID 1987, 2009;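 active = inhibition above the campaign's mean inhibition across all tested compounds plus 3 SD, cut at about 9.5% in these data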;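 note: 0% = DMSO only and 100% = 100 µM cantharidin control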
PREPL inh – PREPL enzyme inhibitors, primary screen, biochemical, fluorescence polarization. 320,000 tested, 0.68% active. inhibition, % at 5.96 µM. recombinant PREPL, fluorescence polarization activity-based probe; in the data active = inhibition above about 43%;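 note: 0% = enzyme with DMSO and 100% = wells lacking enzyme; many of its hits are not listed in these tables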
Target sequence (Q4J6C6 whole entry, looked up): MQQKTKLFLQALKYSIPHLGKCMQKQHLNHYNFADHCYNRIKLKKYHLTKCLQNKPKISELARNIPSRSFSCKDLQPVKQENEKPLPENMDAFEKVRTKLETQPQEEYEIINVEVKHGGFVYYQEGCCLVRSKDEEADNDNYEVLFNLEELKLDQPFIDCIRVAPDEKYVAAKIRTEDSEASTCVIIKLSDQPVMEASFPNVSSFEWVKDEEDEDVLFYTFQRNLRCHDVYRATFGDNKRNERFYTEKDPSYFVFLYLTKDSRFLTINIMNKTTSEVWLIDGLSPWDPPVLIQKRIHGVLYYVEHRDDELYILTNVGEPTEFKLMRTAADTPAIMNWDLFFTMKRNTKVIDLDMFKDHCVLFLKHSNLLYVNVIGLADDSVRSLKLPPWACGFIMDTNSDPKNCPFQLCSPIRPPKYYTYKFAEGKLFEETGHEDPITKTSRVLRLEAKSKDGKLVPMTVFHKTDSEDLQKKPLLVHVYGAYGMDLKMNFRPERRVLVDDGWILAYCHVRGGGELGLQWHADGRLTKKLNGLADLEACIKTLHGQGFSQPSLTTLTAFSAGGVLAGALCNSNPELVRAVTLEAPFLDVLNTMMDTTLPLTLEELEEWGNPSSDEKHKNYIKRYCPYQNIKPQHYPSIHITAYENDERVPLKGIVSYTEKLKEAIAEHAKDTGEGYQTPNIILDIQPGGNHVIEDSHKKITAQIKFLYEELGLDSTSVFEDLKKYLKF
ZTA DNA inh – blocks Epstein-Barr virus ZTA, an EBNA-1 counter-screen. P03206. ZTA-DNA binding, fluorescence polarization. inhibition, % at 11 µM. 320,000 tested, 0.15% active. AID 2234; in the data active = inhibition above about 33%
The depositor's hits bear a star; . = not tested or not shown.

SMILES	PP1 counter	TPT1 inhibitor	EBNA-1 inhibitor	HCV core dimer	Efflux pump mplx	Fh CTSL1 inh	PP5 inh	PREPL inh	ZTA DNA inh
CN1CCN(C2CCCCC2NS(=O)(=O)c2ccccc2)CC1 (centres undefined)	-6.5	-1.3	-5.3	-13.1	0.2	-0.7	-5.0	14.7	-3.0
NC(=O)Cn1c(=O)n(Cc2ccco2)c(=O)c2c3c(sc21)CCCCC3	5.5	2.4	6.0	29.9	-0.1	4.3	-0.3	4.1	5.9
OC1(c2ccc3c(c2)OCO3)CCN(Cc2ccccn2)CC1	-2.2	-0.6	-11.9	-7.1	0.2	4.6	-0.1	6.5	-6.5
COc1cc([N+](=O)[O-])cc(/C=N/NC(=O)CSc2ccccn2)c1O	20.9*	0.7	-1.5	-4.7	-0.1	-1.4	-0.2	4.7	-4.6
Cc1ccccc1N(CC(=O)NCC1CCCO1)C(=O)C1(C)CC(=O)N=C2C=CC=CN21 (centres undefined)	-2.5	-0.4	-8.7	1.5	0.2	-2.5	1.6	-1.6	3.8
Cc1ccc(N=Nc2ccc(O)c3ncccc23)cc1	8.8	1.0	-10.7	0.5	-0.3	1.6	4.7	13.4	5.9
O=C(CN1C(=O)NC2(CCCCC2)C1=O)NNC(=O)C1CC1	-1.9	.	.	.	-0.1	.	-0.5	-4.9	13.5
Cc1ccc(C)c(NC(=S)NC(=O)c2cncc(Br)c2)c1	-5.8	-3.2	1.2	6.5	-0.1	-4.1	4.5	-4.6	4.0
COc1ccc(COCC(O)CN2CCCC(C(F)(F)F)C2)cc1 (centres undefined)	3.0	0.1	-13.3	0.5	0.2	2.0	-5.0	14.7	7.8
O=C(CN1C(=O)C(=O)c2ccccc21)NCCc1ccccc1	-8.0	-2.2	-6.5	15.2	0.3	-4.0	-3.9	6.9	10.0
Cc1ccc(C)c(SCC(=O)NC(=O)Nc2ccc3c(c2)OCCO3)c1	2.1	-2.0	-12.8	5.6	0.0	1.9	4.3	-21.6	-1.3
CCc1cc2c(Nc3ccc(O)cc3)nc(C)nc2s1	2.5	-2.3	-10.9	-10.7	0.6	-4.3	7.4	-3.8	-21.4
O=C(c1ccccc1Oc1ccc(C(F)(F)F)cc1[N+](=O)[O-])N1CCOCC1	-1.6	2.8	-11.6	-7.5	0.1	0.1	2.8	-7.0	-16.4
COc1ccc(C2(C(=O)NC(C)C)CCCC2)cc1OC	-3.4	-2.8	7.1	2.7	-0.2	-3.5	0.6	-0.5	3.3
CCCOc1ccc(C(C)=O)cc1CC(C(N)=O)C(N)=O	1.4	-2.9	-2.1	-0.8	-0.1	-2.2	1.3	1.1	5.0
O=C(Nc1nc(-c2ccccn2)cs1)c1ccc(S(=O)(=O)N2CCCCC2)cc1	29.4*	-3.0	-6.5	7.7	0.0	1.2	4.3	-12.6	-3.1
CCOC(=O)C1CCN(S(=O)(=O)c2ccc3c(c2)CCN3C(=O)C2CCC2)CC1	-1.0	-0.9	-0.2	9.5	0.3	-4.0	0.5	-0.6	1.9
COc1ccc([C@H]2CC(=O)C=C(c3cc(C(F)(F)F)cc(C(F)(F)F)c3)C2)cc1	3.2	.	.	.	0.1	.	3.4	11.7	-4.0
CC1=CCC2C(=O)N(c3cc(C)on3)C(=O)C2C1 (centres undefined)	-5.6	-6.9	1.1	3.8	0.0	0.2	-2.7	3.3	3.9
Cc1nc(NC(=O)CSc2nc3ccccc3s2)sc1C(=O)N(C)C	-2.1	5.2	-3.6	3.7	0.1	2.5	1.2	5.4	-16.1
O=[N+]([O-])c1ccc(CNCc2cc(Cl)ccc2O)cc1	1.4	2.8	2.6	-4.1	0.0	-1.1	3.0	5.9	3.2
CCN(CC(=O)NC(=O)NC1CCCC1)Cc1ccccc1	-6.0	-2.9	1.1	-7.5	0.1	-2.8	1.4	-8.2	-18.2
COc1ccc(/C=N/NC(=O)c2cc(-c3ccccc3)nc3ccccc23)cc1O	3.4	-1.1	-7.6	5.5	0.2	-4.6	2.4	1.4	21.2
CC(=NCCc1c(C)[nH]c2ccc(OCc3ccccc3)cc12)C1=C(O)CC(c2ccccc2)CC1=O (centres undefined)	3.3	-3.6	1.0	-2.6	-0.1	-2.2	2.3	10.5	-14.7
CNC(=O)c1nc(C)n(-c2cc(Cl)ccc2Cl)n1	-0.2	-2.0	-1.2	-1.8	0.0	-2.8	0.0	4.2	-20.9

The list continues.
SMILES	PP1 counter	TPT1 inhibitor	EBNA-1 inhibitor	HCV core dimer	Efflux pump mplx	Fh CTSL1 inh	PP5 inh	PREPL inh	ZTA DNA inh
O=C(CSc1nc2ccccc2c(=O)n1-c1ccccc1)N1CCc2ccccc2C1	6.3	-2.9	4.8	20.6	0.0	-1.4	1.1	3.7	-0.3
CC(C)NC(=O)COc1ccc2c(c1)C(=O)CC(C)(C)O2	-1.6	-0.9	5.1	-0.4	0.1	-1.2	0.6	-5.4	-8.1
CCSC(=S)c1c(C)[nH]n(-c2ccccc2)c1=O	-3.2	0.2	5.0	-0.2	0.0	3.8	-1.5	-7.7	-11.2
Cc1ccc(N2C(=O)N(CC(=O)Nc3ccc(C)c(C)c3[N+](=O)[O-])C(=O)C2C)cc1 (centres undefined)	-2.2	-4.9	-6.0	-9.6	0.1	3.0	-5.1	4.6	3.2
CCOC(=O)c1c(NC(=O)CSc2nnc(C)c(=O)[nH]2)sc2c1CCC2	3.6	-2.6	5.4	10.3	-0.4	5.3	0.5	11.8	-1.6
O=C(CN(C(=O)c1cccc([N+](=O)[O-])c1)C1CCCCC1)Nc1ccc(Cl)c([N+](=O)[O-])c1	2.8	0.1	-10.0	7.8	0.4	1.4	2.7	16.2	-0.7
O=C(NCc1cccnc1)Nc1ccc(F)cc1F	2.9	-0.8	-9.8	-8.5	-0.1	5.0	-6.4	9.5	3.0
CC(C(=O)Nc1ccc2c(c1)OCO2)c1ccc([N+](=O)[O-])cc1 (centres undefined)	1.2	-0.5	9.2	0.0	-0.1	-3.1	1.9	7.3	-14.5
Cc1csc(NC(=O)CCn2c(=O)sc3ccccc32)n1	3.0	-0.3	-5.5	4.6	-0.1	1.4	0.9	-10.8	-16.1
COc1ccc(OC)c2[nH]c(C(=O)N3CCC(C(=O)O)CC3)cc12	-5.8	3.7	-6.2	-15.9	0.2	3.0	0.2	10.0	-8.3
COc1ccc(C2NC(=S)N3C(c4ccc(OC)cc4)NC(=S)N23)cc1 (centres undefined)	-2.4	0.5	4.3	-0.8	0.0	-2.1	0.4	-18.2	3.0
COc1cccc(CN2CCN(C(=O)c3cccc4ccccc34)CC2)c1OC	1.3	-1.4	-6.4	2.7	0.1	-1.2	3.1	6.9	4.4
Cc1ccc(NC(=O)C(C)Sc2nc(-c3ccccc3)cc(=O)[nH]2)cc1 (centres undefined)	0.7	3.3	-25.2	11.1	0.1	-2.4	1.5	12.0	6.5
CCCCCCN(C(=O)CCCCCN1C(=O)NC(c2ccc(-c3ccccc3)cc2)C(C(=O)OCc2ccccc2)=C1C)C(C(=O)NCCCC)c1ccc(OCC(=O)OC)cc1 (centres undefined)	30.1*	1.2	-4.2	9.9	0.3	1.5	-1.0	6.2	6.6
COc1cccc(-c2nc3ccccc3c(=O)n2NC(=O)c2cccnc2Cl)c1	-1.6	-0.7	-9.8	-4.1	-0.4	-1.6	0.0	3.9	-25.4
Nc1c2nc(-c3ccccc3Cl)[nH]c(=O)c2nc(=O)n1-c1ccccc1	5.7	-0.9	-7.9	-7.8	0.0	2.9	2.0	-3.9	-14.4
O=C(CCCn1c(SCC(=O)c2ccc(F)cc2)nc2ccccc2c1=O)NCc1ccco1	1.8	2.6	37.8*	8.5	0.2	-0.1	3.1	10.0	8.5
O=C(NC(=S)Nc1ccc(N2CCOCC2)cc1)c1cncc(Br)c1	-1.9	1.9	-8.7	-1.5	0.7	-0.3	-1.1	9.6	5.4
CCOc1ccc(C2NC(=O)NC(C)=C2[N+](=O)[O-])cc1OC (centres undefined)	-0.7	-0.9	-9.2	-0.6	0.2	-5.8	0.2	-2.3	-2.2
O=C(CCCNS(=O)(=O)c1cccc2nsnc12)NCc1ccccc1	-2.1	-0.4	5.2	-3.8	0.1	1.0	0.9	0.5	4.7
O=C(NCCCn1ccnc1)c1cc2c(s1)CCCC2	-4.2	1.0	6.7	-0.1	-0.1	2.0	-2.9	9.0	4.0
CCOc1ccc(N2C(=O)CC(N3CCN(C4CCc5ccccc5C4)CC3)C2=O)cc1 (centres undefined)	-1.4	1.4	-1.6	0.1	0.2	-0.9	1.6	5.4	10.4
O=S(=O)(/C=C/c1ccccc1)c1ccccc1	-0.8	-0.5	-4.0	-0.3	0.1	-2.0	4.5	-8.1	2.3
CN(CC(=O)Oc1ccc(-c2nnco2)cc1)S(=O)(=O)c1ccc(F)cc1	-4.5	-1.4	2.0	-7.7	0.0	-33.2	0.8	19.9	-6.4
Cc1ccc(S(=O)(=O)N2CCN(C(C)C)CC2)cc1	-2.4	3.0	-5.8	-5.5	-0.1	5.4	-8.5	10.6	-22.0

Structures above containing a furan ring, fused or not (two):
SMILES	PP1 counter	TPT1 inhibitor	EBNA-1 inhibitor	HCV core dimer	Efflux pump mplx	Fh CTSL1 inh	PP5 inh	PREPL inh	ZTA DNA inh
NC(=O)Cn1c(=O)n(Cc2ccco2)c(=O)c2c3c(sc21)CCCCC3	5.5	2.4	6.0	29.9	-0.1	4.3	-0.3	4.1	5.9
O=C(CCCn1c(SCC(=O)c2ccc(F)cc2)nc2ccccc2c1=O)NCc1ccco1	1.8	2.6	37.8*	8.5	0.2	-0.1	3.1	10.0	8.5

Only TPT1 inhibitor and EBNA-1 inhibitor, for three of the compounds above:
structure	TPT1 inhibitor	EBNA-1 inhibitor
CC(C(=O)Nc1ccc2c(c1)OCO2)c1ccc([N+](=O)[O-])cc1 (centres undefined)	-0.5	9.2
CCSC(=S)c1c(C)[nH]n(-c2ccccc2)c1=O	0.2	5.0
Nc1c2nc(-c3ccccc3Cl)[nH]c(=O)c2nc(=O)n1-c1ccccc1	-0.9	-7.9

Later entries
SMILES	PP1 counter	TPT1 inhibitor	EBNA-1 inhibitor	HCV core dimer	Efflux pump mplx	Fh CTSL1 inh	PP5 inh	PREPL inh	ZTA DNA inh
CN(C)CCCN(C(=O)c1ccc(S(=O)(=O)N(C)Cc2ccccc2)cc1)c1nc2c(F)cccc2s1	5.6	-0.4	6.7	4.9	0.1	-2.3	1.1	11.5	-4.7
O=C(O)CCCC(=O)N1CCc2cc(S(=O)(=O)NCc3ccccc3)ccc21	-1.8	1.6	-15.1	0.2	0.7	-1.1	-0.2	1.7	-4.4
COc1cccc(N(CC(=O)NCCSc2ccccn2)S(=O)(=O)c2ccccc2)c1	0.8	1.0	2.9	8.0	-0.1	-3.2	0.9	-7.0	-2.7
COc1cccc(CN=C2Nc3ccccc3CS2)c1	-2.0	0.3	-1.3	-2.2	0.1	-1.0	1.0	-21.2	-0.6
CCC(=O)Nc1ccc(C(=O)N/N=C/c2ccccc2[N+](=O)[O-])cc1	3.7	-0.2	-5.2	3.7	-0.1	0.8	2.0	4.5	3.8
CC(C)C(NS(=O)(=O)c1ccccc1)C(=O)N1CCN(C(=O)c2ccco2)CC1 (centres undefined)	-0.8	-0.8	6.3	-6.0	-0.1	7.9	0.9	-1.6	-0.8
Cc1onc(-c2ccccc2)c1C(=O)NC(CC(=O)O)c1ccc(OC(C)C)cc1 (centres undefined)	3.0	-5.4	0.6	-1.1	0.0	1.4	0.3	2.9	-1.1

An excerpt. The share of hits here may be higher or lower than overall.
